5-HT1A blocker – blocks the human serotonin 5-HT1a receptor; P08908; CHO 5-HT1a Ga15 NFAT-bla reporter, antagonist mode; inhibition, % at 10 µM; 62,000 compounds, 0.68% hits; AID 612;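 active = inhibition above the mean of all tested compounds plus 3 SD, cut at about 43% in these data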;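 also: receptor stimulated by 5-CT agonist at 100 nM near EC80; beta-lactamase reporter measured by ratiometric fluorescence of a cleavable substrate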
Target sequence (P08908 whole entry, looked up): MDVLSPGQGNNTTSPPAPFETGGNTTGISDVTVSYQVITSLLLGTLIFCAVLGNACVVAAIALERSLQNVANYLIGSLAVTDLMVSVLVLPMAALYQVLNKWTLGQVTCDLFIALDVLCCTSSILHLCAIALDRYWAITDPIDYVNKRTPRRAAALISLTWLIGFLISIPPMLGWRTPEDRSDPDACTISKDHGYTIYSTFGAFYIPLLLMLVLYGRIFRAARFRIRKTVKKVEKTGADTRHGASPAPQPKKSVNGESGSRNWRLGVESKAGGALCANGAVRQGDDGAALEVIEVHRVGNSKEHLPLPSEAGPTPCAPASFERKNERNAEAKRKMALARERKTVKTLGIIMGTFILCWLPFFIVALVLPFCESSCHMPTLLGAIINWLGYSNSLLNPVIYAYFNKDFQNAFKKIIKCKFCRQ
S1P1 ag-PAM – S1P1 (human) agonism or agonism potentiation. S1P1 CRE-bla cells, forskolin, beta-lactamase FRET, potentiator mode; S1P1 agonist co-added at EC20, 2 nM; 100% = saturating reference agonist, 0% = basal. 56,000 compounds, 0.57% hits. P21453. AID 449. activation, % at 9.5 µM;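 active = activation above a cutoff set at the mean activation of all tested compounds plus 3 SD, cut at about 54% in these data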;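 also: forskolin at 4 µM as EC80 and the EC20 agonist is SEW2871; 100% = SEW2871 at its EC100 plus forskolin at EC80; some compounds past the cut are filed as inactive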
5HT1E antag – 5-HT1E (human) receptor antagonism | P28566 | CHO 5-HT1E Ga15 NFAT-bla reporter, FRET, antagonist | inhibition, % at 6 µM | 65,000 compounds, 0.99% hits | AID 571;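 active = inhibition above a set limit, the mean inhibition across every tested compound plus 3 SD, cut at about 29% in these data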;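 also: signal is the 460 over 535 nm emission ratio of beta-lactamase substrate; 0% = agonist plus DMSO wells and 100% = wells without agonist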
5HT1a ag – 5-HT1a (human) receptor agonism | activation, % at 10 µM | P08908 | CHO 5-HT1a Ga15 NFAT-bla reporter, FRET ratio; 0% basal, 100% maximal reference agonist | AID 567 | 65,000 compounds, 0.56% hits;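 active = activation above the screen-wide mean activation plus 3 SD, cut at about 19% in these data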;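 also: 0% = DMSO wells and 100% = 5-CT at EC100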
S1P3 agonist – S1P3 (human) receptor agonism; activation, % at 4.5 µM; 60,000 compounds, 0.1% hits; Q99500; S1P3 NFAT-BLA reporter cells, FRET ratio; relative to 1 µM S1P, basal subtracted;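 active = activation above the screen-wide mean plus 3 SD, cut at about 4.5% in these data, passing the limit was not always enough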; also: some compounds called inactive have numbers as strong as hits
Target sequence (Q99500 whole entry, looked up): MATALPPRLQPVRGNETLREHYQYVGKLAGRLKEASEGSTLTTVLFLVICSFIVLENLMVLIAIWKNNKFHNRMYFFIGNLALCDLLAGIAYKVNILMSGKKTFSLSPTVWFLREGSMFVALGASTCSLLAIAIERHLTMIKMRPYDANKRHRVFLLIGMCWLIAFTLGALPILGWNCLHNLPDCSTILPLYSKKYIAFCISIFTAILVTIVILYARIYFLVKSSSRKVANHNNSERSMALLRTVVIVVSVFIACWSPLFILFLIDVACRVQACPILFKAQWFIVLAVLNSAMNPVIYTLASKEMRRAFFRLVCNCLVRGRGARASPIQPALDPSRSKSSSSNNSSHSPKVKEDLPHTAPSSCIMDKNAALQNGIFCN
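Measure – % activation relative to 1 µM S1P (100%), per plate · System – stable CHO line with human S1P3, Gα16, NFAT-BLA reporter · Timing – cells plated overnight, compound 4 h 37 °C, substrate 2 h RT · Technique – fluorescent BLA substrate, ex 405 nm, em 460/535 nm ratio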
Jurkat tox 60K – reduces viability or proliferation of Jurkat cells | Jurkat E6.1 viability, ATP luminescence, 48 h | 56,000 compounds, 1.2% hits | inhibition, % at 4 µM;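 active = inhibition above the mean inhibition of all tested compounds plus 3 SD, cut at about 28% in these data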
M1 antag – M1 muscarinic receptor (rat) antagonism; AID 628; B-score at 10 µM; P08482; 64,000 compounds, 3.4% hits; CHO-M1 cells, Fluo-4 calcium, ACh EC80 antagonist mode; stronger effect = lower value;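 active = calcium fluorescence response, raw or row-and-column corrected B-score, differing from the plate sample mean either way at a set confidence level, mostly lower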
HTR1E agonist – activates the human 5-HT1E serotonin receptor; P28566; CHO 5-HT1E Ga15 NFAT-bla reporter, FRET; 0% DMSO wells, 100% control agonist wells; activation, % at 6 µM; 65,000 compounds, 0.69% hits; AID 574;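 active = activation above a set limit, the screen-wide mean activation plus 3 SD, cut at about 8.5% in these data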;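 also: 100% = positive control agonist at 1 µM giving full maximal response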
M1 ag – agonists of M1 muscarinic receptor; CHO-M1 cells, Fluo-4 calcium fluorescence, agonist mode; stronger effect = higher value; B-score at 10 µM; 64,000 compounds, 3% hits; AID 626;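 active = fluorescence rise, raw or as B-score row- and column-corrected plate score, outside the 99.7% band of its plate's samples, either direction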
Starred values were filed as active, the others as inactive.

Cc1nc2ccc(S(=O)(=O)N(C)CC(=O)N3CCc4ccccc4C3)cc2s1 was read as 5-HT1A blocker -3, S1P1 ag-PAM 16, 5HT1E antag -12, 5HT1a ag -1.4, S1P3 agonist 0.2, Jurkat tox 60K 4, M1 antag -0.25, HTR1E agonist -0.7 and M1 ag 1.
`Cc1csc2ncc(C(=O)NC(C)c3ccccc3)c(=O)n12` (configuration not stated) gave 5-HT1A blocker -21, S1P1 ag-PAM 6, 5HT1E antag -11, 5HT1a ag 0.4, S1P3 agonist -0.8, Jurkat tox 60K -9, M1 antag -0.45, HTR1E agonist 1.4 and M1 ag -1.4.
`c1ccc(-n2nnnc2SCc2cn3cccnc3n2)cc1` gave 5-HT1A blocker 7, S1P1 ag-PAM -26, 5HT1E antag 1, 5HT1a ag -4.8, S1P3 agonist -0.3, Jurkat tox 60K -1, M1 antag 0.044, HTR1E agonist -0.2 and M1 ag -0.72.
For COC(=O)c1c(NC(=O)c2ccco2)sc2c1C(C(=O)OC)CC2 (configuration not stated) the results were 5-HT1A blocker 6, S1P1 ag-PAM -58, 5HT1E antag 12, 5HT1a ag -2.1, S1P3 agonist -1.8, Jurkat tox 60K 8, M1 antag 0.27, HTR1E agonist 0.9 and M1 ag 0.084.
`CC(NS(=O)(=O)c1ccc(OCC(=O)N2CCOCC2)c(Cl)c1)c1ccccc1` (configuration not stated) gave 5-HT1A blocker -5, S1P1 ag-PAM 8, 5HT1E antag -3, 5HT1a ag 0.3, S1P3 agonist -0.8, Jurkat tox 60K 0, M1 antag 0.014, HTR1E agonist 0.5 and M1 ag -0.82.
For O=C1CN(C(=O)OCc2ccccc2)c2ccccc2N1 the results were 5-HT1A blocker -15, 5HT1E antag 48*, 5HT1a ag -0.8, M1 antag -0.25, HTR1E agonist -0.2 and M1 ag 0.26.
`CC1CC(C)CN(Cc2nc(N)nc(Nc3ccc4ccccc4c3)n2)C1` (configuration not stated) gave 5-HT1A blocker 10, 5HT1E antag -11, 5HT1a ag 0.5, S1P3 agonist -1.1, Jurkat tox 60K 21, M1 antag -0.42, HTR1E agonist 0.7 and M1 ag 0.77.
O=C(NC1CCCCC1)C1CCN(c2nccs2)CC1 was read as 5-HT1A blocker 4, S1P1 ag-PAM 6, 5HT1E antag 5, 5HT1a ag -3.0, S1P3 agonist -0.9, Jurkat tox 60K 3, M1 antag 0.61, HTR1E agonist -0.7 and M1 ag 0.29.
Screening CCC(=O)Nc1ccc(Nc2ccccc2)cc1 returned 5-HT1A blocker -4, 5HT1E antag 8, 5HT1a ag -1.5, S1P3 agonist -0.4, Jurkat tox 60K -7, M1 antag 0.81, HTR1E agonist -0.6 and M1 ag 0.0049.
CCOC(=O)N1CCN(C(=O)Nc2ccccc2Cl)CC1 was read as 5-HT1A blocker 2, S1P1 ag-PAM -24, 5HT1E antag 1, 5HT1a ag -0.1, S1P3 agonist 0.2, Jurkat tox 60K -11, M1 antag -0.3, HTR1E agonist -0.4 and M1 ag -0.013.
Cc1cc(NC(=O)CSc2ccc(Cl)cc2)no1 was read as 5-HT1A blocker -4, S1P1 ag-PAM -2, 5HT1E antag 6, 5HT1a ag 0.3, S1P3 agonist -1.3, Jurkat tox 60K 0, M1 antag 0.72, HTR1E agonist 0.2 and M1 ag 1.1.
`CS(=O)(=O)N1CCc2cc(S(=O)(=O)Nc3ccc4oc5c(c4c3)CCCC5)ccc21` gave 5-HT1A blocker 16, 5HT1E antag 0, 5HT1a ag -0.1, S1P3 agonist -1.0, Jurkat tox 60K 11, M1 antag -0.2, HTR1E agonist 0.3 and M1 ag -0.35.
For CCCOc1ccc(C(CC(=O)O)NC(=O)c2ccc3c(c2)OCO3)cc1 (configuration not stated) the results were 5-HT1A blocker -3, S1P1 ag-PAM -22, 5HT1E antag -7, 5HT1a ag -0.9, S1P3 agonist 0.4, Jurkat tox 60K 8, M1 antag -1, HTR1E agonist -0.2 and M1 ag -0.76.
For CCOc1ccc(-c2nnc3ccc(SCC(=O)N4CCN(c5ccccc5)CC4)nn23)cc1 the results were 5-HT1A blocker -15, S1P1 ag-PAM -7, 5HT1E antag -11, 5HT1a ag 2.0, S1P3 agonist 0.1, Jurkat tox 60K -7, M1 antag -1.1, HTR1E agonist -0.2 and M1 ag 1.7.
Screening Cn1c(SCC(=O)N2CCOCC2)nnc1-c1cnccn1 returned 5-HT1A blocker -1, S1P1 ag-PAM -9, 5HT1E antag -1, 5HT1a ag 0.3, S1P3 agonist -0.6, Jurkat tox 60K 6, M1 antag -0.29, HTR1E agonist -0.4 and M1 ag -0.16.
Screening COc1ccccc1N1CCN(C(=O)c2ccc3nc(-c4ccco4)c(-c4ccco4)nc3c2)CC1 returned 5-HT1A blocker 36, S1P1 ag-PAM -55, 5HT1E antag 24, 5HT1a ag 3.2, S1P3 agonist -0.6, Jurkat tox 60K 6, M1 antag 0.87, HTR1E agonist 0.6 and M1 ag 0.91.
CC(=O)c1ccc(N2CCN(C(=O)c3ccc(OCc4c(C)noc4C)cc3)CC2)cc1 was read as 5-HT1A blocker -2, S1P1 ag-PAM 6, 5HT1E antag 5, 5HT1a ag -1.6, S1P3 agonist 0.7, Jurkat tox 60K 1, M1 antag 0.42, HTR1E agonist 0.1 and M1 ag -1.5.
`Cc1nn(CC(=O)O)c(C)c1C` gave 5-HT1A blocker -3, S1P1 ag-PAM -12, 5HT1E antag 3, 5HT1a ag -1.5, S1P3 agonist 1.0, Jurkat tox 60K -3, M1 antag -0.63, HTR1E agonist -0.9 and M1 ag 0.87.
Screening COC(=O)c1ccc(-n2nnnc2SCC(=O)Nc2ccccc2OC)cc1 returned 5-HT1A blocker 4, S1P1 ag-PAM -13, 5HT1E antag 9, 5HT1a ag -3.2, S1P3 agonist -0.2, Jurkat tox 60K -3, M1 antag -0.89, HTR1E agonist 1.3 and M1 ag -0.094.
Screening O=C(c1cc(S(=O)(=O)N2CCCCC2)c(Cl)cc1N1CCOCC1)N1CCOCC1 returned 5-HT1A blocker 3, S1P1 ag-PAM -3, 5HT1E antag -6, 5HT1a ag -4.8, S1P3 agonist 0.6, Jurkat tox 60K 4, M1 antag 0.21, HTR1E agonist 0.5 and M1 ag -0.6.
CCc1nnc(NC(=O)C2CCCN2S(=O)(=O)c2ccc(F)cc2)s1 (configuration not stated) was read as 5-HT1A blocker -18, S1P1 ag-PAM 5, 5HT1E antag 7, 5HT1a ag -0.5, S1P3 agonist 1.0, Jurkat tox 60K -4, M1 antag 0.51, HTR1E agonist -0.4 and M1 ag 0.28.
`Cc1nn(Cc2ccccc2Cl)c(C)c1N` gave 5-HT1A blocker 2, S1P1 ag-PAM 5, 5HT1E antag -3, 5HT1a ag -0.9, S1P3 agonist -1.1, Jurkat tox 60K 5, M1 antag -0.0037, HTR1E agonist -0.8 and M1 ag 0.87.
For COc1ccc(S(=O)(=O)N(C(C)=O)c2ccc3oc(=O)sc3c2)cc1 the results were 5-HT1A blocker 23, S1P1 ag-PAM -10, 5HT1E antag 3, 5HT1a ag -3.3, S1P3 agonist -0.3, Jurkat tox 60K 1, M1 antag -1.1, HTR1E agonist 1.1 and M1 ag -0.73.
`COc1ccc(CN(Cc2cc3cccc(C)c3[nH]c2=O)C(=O)N(C)C)cc1` gave 5-HT1A blocker -13, S1P1 ag-PAM -13, 5HT1E antag 0, 5HT1a ag 0.6, S1P3 agonist 0.6, Jurkat tox 60K -8, M1 antag -1, HTR1E agonist -0.6 and M1 ag 3.5*.

Reprinted at random: two records from the list.
`Cc1nn(Cc2ccccc2Cl)c(C)c1N` gave 5-HT1A blocker 2, S1P1 ag-PAM 5, 5HT1E antag -3, 5HT1a ag -0.9, S1P3 agonist -1.1, Jurkat tox 60K 5, M1 antag -0.0037, HTR1E agonist -0.8 and M1 ag 0.87.
For COc1ccc(S(=O)(=O)N(C(C)=O)c2ccc3oc(=O)sc3c2)cc1 the results were 5-HT1A blocker 23, S1P1 ag-PAM -10, 5HT1E antag 3, 5HT1a ag -3.3, S1P3 agonist -0.3, Jurkat tox 60K 1, M1 antag -1.1, HTR1E agonist 1.1 and M1 ag -0.73.

Further structures follow:
Screening CCOc1ccc(NC(=O)C2CC(=O)NC(N3CCc4ccccc43)=N2)cc1 (configuration not stated) returned 5-HT1A blocker -16, S1P1 ag-PAM 2, 5HT1E antag -9, 5HT1a ag -5.5, S1P3 agonist 0.0, Jurkat tox 60K 0, M1 antag 0.73, HTR1E agonist 1.8 and M1 ag 0.053.
`CC(=O)c1c(N(C)C)ccnc1C(F)(F)F` gave 5-HT1A blocker -9, 5HT1E antag 2, 5HT1a ag 0.2, S1P3 agonist -0.9, Jurkat tox 60K 2 and HTR1E agonist 0.6.
Screening Cc1cc(C)c2c(n1)sc1c(N3CCN(CCO)CC3)ncnc12 returned 5-HT1A blocker 5, S1P1 ag-PAM -34, 5HT1E antag 16, 5HT1a ag 3.1, S1P3 agonist -0.8, Jurkat tox 60K 6, M1 antag 0.35, HTR1E agonist 0.7 and M1 ag -0.063.
Screening COc1ccc(S(=O)(=O)NCc2ccccc2Cl)cc1OC returned 5-HT1A blocker 8, S1P1 ag-PAM -12, 5HT1E antag -4, 5HT1a ag -5.0, S1P3 agonist -1.2, Jurkat tox 60K 5, M1 antag -0.0067, HTR1E agonist -0.8 and M1 ag -0.56.
For CCc1ccc(NC(=O)CSc2nnc(Cn3c(=O)sc4ccccc43)n2C)cc1 the results were 5-HT1A blocker -7, S1P1 ag-PAM -2, 5HT1E antag -5, 5HT1a ag -1.1, S1P3 agonist -1.2, Jurkat tox 60K -1, M1 antag 0.017, HTR1E agonist 0.0 and M1 ag -0.95.
`Cc1onc(-c2c(F)cccc2Cl)c1C(=O)OCN1C(=O)c2ccccc2C1=O` gave 5-HT1A blocker 1, S1P1 ag-PAM 1, 5HT1E antag 7, 5HT1a ag -0.8, S1P3 agonist -1.4, Jurkat tox 60K 5, M1 antag -0.32, HTR1E agonist 0.9 and M1 ag -0.31.
CN1CCN(CCc2nc3cc(NC(=O)COc4ccccc4)ccc3n2C)CC1 was read as 5-HT1A blocker 2, S1P1 ag-PAM 6, 5HT1E antag 4, 5HT1a ag 0.3, S1P3 agonist -0.4, Jurkat tox 60K 3, M1 antag -0.3, HTR1E agonist 1.7 and M1 ag -0.18.
`CN1CCN(c2nc(-c3ccncc3)nc3ccccc23)CC1` gave 5-HT1A blocker -4, 5HT1E antag 6, 5HT1a ag 4.0, S1P3 agonist -0.1, Jurkat tox 60K -1, M1 antag -0.28, HTR1E agonist 9.1* and M1 ag -0.93.
CCc1ccc2[nH]c(=O)c(C(c3nnnn3Cc3ccccc3)N3CCOCC3)cc2c1 (configuration not stated) was read as 5-HT1A blocker -7, S1P1 ag-PAM -18, 5HT1E antag -2, 5HT1a ag 0.1, S1P3 agonist -0.5, Jurkat tox 60K 4, M1 antag 2.3, HTR1E agonist 1.9 and M1 ag -0.22.
`COc1cc(-c2noc(CCC(=O)Nc3cccnc3)n2)cc(OC)c1OC` gave 5-HT1A blocker 2, S1P1 ag-PAM -13, 5HT1E antag 7, 5HT1a ag 0.5, S1P3 agonist 0.1, Jurkat tox 60K 1, M1 antag -0.085, HTR1E agonist 0.1 and M1 ag -0.24.
Screening COC(=O)Nc1ccc(C)cc1NC(=O)OC returned 5-HT1A blocker -17, S1P1 ag-PAM -35, 5HT1E antag 0, 5HT1a ag 0.6, S1P3 agonist -0.8, Jurkat tox 60K 2, M1 antag 0.83, HTR1E agonist -0.7 and M1 ag -0.085.
